hcDAF12 agonist: activators of H. contortus DAF-12 nuclear receptor; actives 1.4% (n = 370,000); HEK293 hcDAF-12 lit1-tk-luc reporter, luminescence; 0% DMSO, 100% Δ7-dafachronic acid; activation, % at 6.8 µM; AID 652067;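 active = activation above the mean of all tested compounds plus 3 SD, cut at about 5.5% in these data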;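 note: 100% = response to 3 µM Δ7-dafachronic acid high control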
SMARCA2 activ: increases SMARCA2 function in MMTV reporter cells. MG213 cells, MMTV-luciferase reporter, dexamethasone, overnight. activation, % at 9.1 µM. actives 1% (n = 370,000). AID 652017; in the data active = activation above about 7.8%;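 note: 0% = vehicle wells and 100% = reference activator wells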
ADAM17 inh: inhibits human ADAM17; P78536; recombinant ADAM17, EDANS/DABCYL FRET peptide cleavage; inhibition, % at 6.95 µM; actives 0.83% (n = 370,000); AID 720648;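 active = inhibition above the mean of compounds lying between control limits plus 3 SD, set per campaign, cut at about 8.5% in these data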;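 note: 0% = DMSO-only wells as the low control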
FXN GAA850 act: frataxin GAA850 promoter activation | HEK293 lucGAA850 FXN promoter luciferase reporter, 24 h; percent of 10 µM SAHA response | activation, % at 6 µM | actives 0.56% (n = 360,000);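 active = activation above the average of all compounds screened plus 3 SD, cutoff fixed separately per campaign, cut at about 7.5% in these data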;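 note: 0% = DMSO wells and 100% = 10 µM SAHA wells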
DAX1 inh-1: blocks DAX1 repression of SF-1 activated StAR promoter. AID 652010. inhibition, % at 6.8 µM. actives 1.1% (n = 370,000). HEK293T StAR-luciferase reporter, SF-1/DAX-1 repression relief;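 active = inhibition above the mean over all tested compounds plus 3 SD, cut at about 3.6% in these data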;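 note: 0% = DAX-1 cells with DMSO and 100% = cells lacking DAX-1 with DMSO; higher inhibition means more luminescence from relief of DAX-1 repression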
DAX1 inh-2: inhibitors of human orphan nuclear receptor DAX1 (NR0B1); HEK293 Gal4-DAX1 luciferase reporter, luminescence; inhibition, % at 6.75 µM; actives 0.99% (n = 340,000); AID 504766;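 active = inhibition above the mean over all tested compounds plus 3 SD, cut at about 4.2% in these data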;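 note: 0% = DAX1-transfected cells with DMSO and 100% = empty-vector control cells with DMSO; inhibition shows as a rise in luminescence from relieved DAX1 repression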
GC-A act: GC-A (human) enzyme activation. P16066. actives 0.14% (n = 370,000). AID 1671463. HEK293 GC-A cells, cGMP TR-FRET, EC30 ANP; 0% at EC30 ANP, 100% saturating ANP. activation, % at 10 µM; in the data active = activation above about 40%
Target sequence (P16066 whole entry, looked up): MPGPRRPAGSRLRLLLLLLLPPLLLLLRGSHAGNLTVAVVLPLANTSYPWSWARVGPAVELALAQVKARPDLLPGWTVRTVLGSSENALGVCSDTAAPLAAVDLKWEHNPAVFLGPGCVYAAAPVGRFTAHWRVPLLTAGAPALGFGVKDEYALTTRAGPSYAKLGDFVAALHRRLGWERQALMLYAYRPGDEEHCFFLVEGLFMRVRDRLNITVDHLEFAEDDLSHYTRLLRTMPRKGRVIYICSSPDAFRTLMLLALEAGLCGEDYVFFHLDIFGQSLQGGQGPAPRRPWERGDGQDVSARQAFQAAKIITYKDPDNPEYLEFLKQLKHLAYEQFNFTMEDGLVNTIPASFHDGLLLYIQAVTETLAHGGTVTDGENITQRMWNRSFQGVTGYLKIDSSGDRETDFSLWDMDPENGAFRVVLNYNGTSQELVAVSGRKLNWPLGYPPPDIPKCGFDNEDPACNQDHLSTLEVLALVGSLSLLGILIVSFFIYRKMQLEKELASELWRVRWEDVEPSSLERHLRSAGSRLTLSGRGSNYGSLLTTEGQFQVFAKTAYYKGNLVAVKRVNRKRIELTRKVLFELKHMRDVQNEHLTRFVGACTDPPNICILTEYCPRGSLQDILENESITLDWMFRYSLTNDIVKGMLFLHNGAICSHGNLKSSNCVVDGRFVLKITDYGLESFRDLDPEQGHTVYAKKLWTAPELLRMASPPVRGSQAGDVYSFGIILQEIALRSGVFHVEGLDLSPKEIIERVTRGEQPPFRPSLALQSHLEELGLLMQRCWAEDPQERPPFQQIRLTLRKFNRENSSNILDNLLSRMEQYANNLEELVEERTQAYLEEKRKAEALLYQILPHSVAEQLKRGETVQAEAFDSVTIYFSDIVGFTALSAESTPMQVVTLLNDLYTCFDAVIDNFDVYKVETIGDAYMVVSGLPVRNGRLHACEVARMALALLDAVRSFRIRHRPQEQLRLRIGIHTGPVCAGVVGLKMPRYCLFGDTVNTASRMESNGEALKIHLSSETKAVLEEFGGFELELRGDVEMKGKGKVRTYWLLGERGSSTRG
hgDAF12 agonist: activates the H. glycines DAF-12 receptor ligand-binding domain; HEK293 GAL4-hgDAF12 UAS-luciferase reporter, agonist luminescence; normalized to butyrate control; activation, % at 6.8 µM; actives 1.8% (n = 370,000); AID 687014;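 active = activation above a cutoff set at the mean of all screened compounds plus 3 SD, cut at about 10% in these data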;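 note: 0% = DMSO wells and 100% = sodium butyrate wells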
ADAM10 inh: ADAM10 inhibition, QFRET primary screen; O14672; recombinant ADAM10, EDANS/DABCYL FRET peptide cleavage, 3 h; inhibition, % at 7 µM; actives 0.62% (n = 370,000);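 active = inhibition above a per-campaign cutoff equal to the mean of compounds falling between control-based bounds plus 3 SD, cut at about 20% in these data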;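 note: 0% = DMSO wells while the 100% control is not disclosed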
PG9 Ab binder: binds the HIV-1 gp120 antibody PG9 | TR-FRET gp120-PG9 antibody binding | inhibition, % at 6.7 µM | actives 0.43% (n = 360,000) | AID 624416; in the data active = inhibition above about 8.5%
ssDAF12 agonist: activates DAF-12 receptor from parasite S. stercoralis. activation, % at 6.8 µM. HEK293 ssDAF-12/GRIP1 lit1-tk-luc reporter, luminescence; % of 3 µM dafachronic acid response. actives 1% (n = 370,000). AID 652126;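 active = activation above the mean over all tested compounds plus 3 SD, cut at about 0.9% in these data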;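 note: 0% = DMSO-only wells and 100% = 3 µM delta7-dafachronic acid wells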
The depositor's hits bear a star; x = not tested or not shown; & = joins results of further samples. Not all compounds are listed; the hit share may differ from the screen's.

1	c1ccc2c(CN3CCCCCC3)c[nH]c2c1
2	O=C(NC(Cc1ccccc1)C(=O)N1CCC2(CC1)OCCO2)C1CCCCC1 (configuration not stated)
3	O=[N+]([O-])c1ccccc1CCl
4	CCC(=O)c1cc(F)c(N2CCN(CC)CC2)cc1C
5	CC12CCC(=O)CC1CCC1C2C(=O)CC2(C)C1CCC2(C)O (configuration not stated)
6	COC(=O)[C@@H]1[C@@H](C(=O)OC)C2(c3ccccc3-c3ccccc32)N(c2ccc(Cl)cc2)N1C#N
7	Cc1ccc2c(c1)N(C(C)C(=O)N1CCC3(CC1)OCCO3)C(=O)CO2 (configuration not stated)
8	CCCCn1c(O)c(C(CC)=NCc2ccco2)c(=O)[nH]c1=O
entry no.,1,2,3,4,5,6,7,8
DAX1 inh-2,-1.6,-1.3,0.4,0.3,3.5,-2.1,1.0,1.0
DAX1 inh-1,-0.9,0.3,0.6,0.7,1.0,-3.9,-0.3,-1.4
ssDAF12 agonist,-0.8,-0.8,-0.9,-1.1,-0.9,-1.8,-1.6,-1.3
hgDAF12 agonist,-6.9,-0.1,-1.3,-0.3,0.9,-9.4,-1.1,-0.3
GC-A act,-6,0,6,1,4,-41,-5,11
ADAM17 inh,-2,-2,-3,-1,-4,-2,-4,0
FXN GAA850 act,4.2,-0.5,0.8,-1.6,1.2,13*,0.8,0.7
PG9 Ab binder,0.4,-0.3,-1.5,-0.5,-0.7,-0.4,-0.7,-1.7
ADAM10 inh,1,3,-6,4,-5,3,1,11
hcDAF12 agonist,0.1,-0.1,-0.5,1.2,-0.4,-3.3,-0.1,-0.9
SMARCA2 activ,1,-4,2,0,2,-8,-4,0

9	Brc1ccc2c(c1)CNCc1cnnn1-2
10	Oc1ccc(CCNCc2cc3c(cc2Br)OCO3)cc1
11	O=C(NCCN1CCOCC1)c1ccc(Cl)nc1Cl
12	CC(=O)CC(c1ccc2c(c1)OCO2)c1c(O)c2ccccc2oc1=O (configuration not stated)
13	Cc1ccccc1N1C(=O)NC(=O)/C(=C/c2ccc(N3CCOCC3)o2)C1=O
14	CC12CN3CC(C)(CN(C1)C3c1cccs1)C2=O (configuration not stated)
15	C[C@H]1CC2C3CC=C4C[C@@H](O)CC[C@]4(C)C3CC[C@]2(C)[C@H]1O (some centres not stated)
16	COC(=O)[C@H]1C[C@@]2(C)c3ccccc3N[C@H]2N1
entry no.,9,10,11,12,13,14,15,16
DAX1 inh-2,x,1.0,1.1,1.1,-0.8,1.2,0.3,x
DAX1 inh-1,-0.3,0.6,0.2,-1.2,0.2,0.9,1.4,1.0
ssDAF12 agonist,-1.6,-0.7,-1.4,-1.0,-0.5,-1.2,-0.8,-0.5
hgDAF12 agonist,0.9,0.2,1.2,1.8,0.8,1.1,0.6,0.6
GC-A act,6,-1,0,-1,1,5,-2,-1
ADAM17 inh,-4,-1,0,0,-6,-3,3,2
FXN GAA850 act,x,1.2,1.3,-0.4,2.8,-1.4,0.4,x
PG9 Ab binder,-0.7,-1.4,-1.9,0.7,-4.0,0.2,1.8,x
ADAM10 inh,-8,-6,1,-9,-17,3,-4,-2
hcDAF12 agonist,-2.1,0.9,0.7,-0.9,1.9,-0.8,-2.3,4.8
SMARCA2 activ,1,-1,2,-7,0,-5,5,0

17	CC(C)N(Cc1ccco1)/N=C/c1c(O)n(Cc2ccccc2)c(=O)[nH]c1=O
18	CC(C)(C)n1nnnc1C1CN=C(c2ccccc2)c2ccccc2N1 (configuration not stated)
19	C[N+]1(C)[C@@H]2CC[C@H]1CC(OC(=O)C(c1ccccc1)c1ccccc1)C2 (some centres not stated)
20	N#CCC[C@@H]1CC[C@]2(CCCN(Cc3ccccn3)C2)O1
21	C[N+]1(C)C2CCC1CC(OC(=O)c1ccccc1)C2 (configuration not stated)
22	OCC1OC(n2cnc3cc(Cl)c(Cl)cc32)C(O)C1O (configuration not stated)
23	Cc1cc(=O)oc2cc(OCC(=O)N3CCN(Cc4ccc5c(c4)OCO5)CC3)ccc12
24	O=C1NC(=O)C(CCc2ccncc2)(C2CCCCC2)C(=O)N1
entry no.,17,18,19,20,21,22,23,24
DAX1 inh-2,3.0,x,-0.7,x,0.3,x,-0.4,0.5
DAX1 inh-1,-0.2,0.9,-0.3,2.3,0.1,-0.6,1.9,-0.3
ssDAF12 agonist,-1.2,-0.7,-1.1,0.0,-0.9,-1.4,-0.6,-1.7
hgDAF12 agonist,-0.3,11*,-1.9,0.4,1.6,3.2,0.0,-2.3
GC-A act,-2,1,0,-1,-1,0,-2,-2
ADAM17 inh,3,-1,-4,-2,0,-5,-34,-2
FXN GAA850 act,-0.3,x,-0.5,x,1.1,x,-0.7,1.0
PG9 Ab binder,-1.1,x,0.1,x,-0.4,-0.8,-2.1,-0.5
ADAM10 inh,-1,-7,5,-2,-1,-3,-116,-2
hcDAF12 agonist,-1.1,0.8,-0.1,-1.5,-1.3,-2.6,-1.4,-0.5
SMARCA2 activ,-4,0,1,0,-2,1,-1,0

Reformatted: entries from further up
(17) CC(C)N(Cc1ccco1)/N=C/c1c(O)n(Cc2ccccc2)c(=O)[nH]c1=O
  DAX1 inh-2: 3.0	DAX1 inh-1: -0.2	ssDAF12 agonist: -1.2	hgDAF12 agonist: -0.3	GC-A act: -2	ADAM17 inh: 3	FXN GAA850 act: -0.3	PG9 Ab binder: -1.1	ADAM10 inh: -1	hcDAF12 agonist: -1.1	SMARCA2 activ: -4
(18) CC(C)(C)n1nnnc1C1CN=C(c2ccccc2)c2ccccc2N1 (configuration not stated)
  DAX1 inh-2: x	DAX1 inh-1: 0.9	ssDAF12 agonist: -0.7	hgDAF12 agonist: 11*	GC-A act: 1	ADAM17 inh: -1	FXN GAA850 act: x	PG9 Ab binder: x	ADAM10 inh: -7	hcDAF12 agonist: 0.8	SMARCA2 activ: 0
(19) C[N+]1(C)[C@@H]2CC[C@H]1CC(OC(=O)C(c1ccccc1)c1ccccc1)C2 (some centres not stated)
  DAX1 inh-2: -0.7	DAX1 inh-1: -0.3	ssDAF12 agonist: -1.1	hgDAF12 agonist: -1.9	GC-A act: 0	ADAM17 inh: -4	FXN GAA850 act: -0.5	PG9 Ab binder: 0.1	ADAM10 inh: 5	hcDAF12 agonist: -0.1	SMARCA2 activ: 1
(20) N#CCC[C@@H]1CC[C@]2(CCCN(Cc3ccccn3)C2)O1
  DAX1 inh-2: x	DAX1 inh-1: 2.3	ssDAF12 agonist: 0.0	hgDAF12 agonist: 0.4	GC-A act: -1	ADAM17 inh: -2	FXN GAA850 act: x	PG9 Ab binder: x	ADAM10 inh: -2	hcDAF12 agonist: -1.5	SMARCA2 activ: 0

Going on with the list:
25	c1ccc2nc(N3CCNCC3)ccc2c1
26	C=CCN1CC[C@]23c4c5ccc(O)c4OC2C(O)C=CC3[C@H]1C5 (some centres not stated)
27	CN(N)N=Nc1nc2c([nH]1)c(=O)n(C)c(=O)n2C
28	CC1CCC(C)(NS(=O)(=O)OCC(Cl)(Cl)Cl)CC1 (configuration not stated)
29	COc1ccc(OC)c([C@@H](O)[C@H](C)NC(C)(C)C)c1
30	O=c1[nH]c(=O)n(Cc2ccccc2Cl)c(O)c1C=Nc1ccc(F)cc1
31	CCN1CCN(S(=O)(=O)c2ccc(Cl)nc2)CC1
32	CC1CCN(CC(=O)c2cccc(C(F)(F)F)c2)CC1
entry no.,25,26,27,28,29,30,31,32
DAX1 inh-2,1.4&-0.3,0.0,-0.5,-0.5,0.4,0.8,-0.3,0.7
DAX1 inh-1,-0.6&-0.2,-0.3,0.2,-0.7,0.3,-0.6,-0.2,0.4
ssDAF12 agonist,-1.0&-1.3,-1.0,-1.0,-0.8,-1.4,-0.9,-1.1,-0.7
hgDAF12 agonist,1.4&3.3,-1.0,-2.4,-1.9,4.3,-1.7,-0.1,0.1
GC-A act,3&1,5,0,1,2,7,-2,1
ADAM17 inh,-34&-51,0,-10,-1,-4,-1,3,-3
FXN GAA850 act,-1.2&0.2,-0.9,-0.2,3.9,-1.1,1.0,4.9,1.0
PG9 Ab binder,0.1&2.0,0.0,-2.6,-0.2,1.0,-0.5,-0.9,-1.1
ADAM10 inh,-132&-194,-25,-28,15,-7,-4,5,-4
hcDAF12 agonist,-0.3&-0.3,-1.6,0.0,-0.8,0.3,-0.9,-1.3,1.7
SMARCA2 activ,1&1,-6,0,1,0,0,-1,-3

33	COC(=O)C1=C(c2cccc(C#N)c2)C[C@@H]2CC[C@H]1N2C(=O)NCCOc1ccc(OC)cc1
34	COC(=O)C1=C(c2ccc(Cl)c(C(F)(F)F)c2)C[C@@H]2CC[C@H]1N2C(=O)NC(C)C
35	CC(=O)N1CC(=O)Nc2ccc(Cl)cc2C1c1ccccc1 (configuration not stated)
36	O=C1CC(N2CC=C(c3ccccc3)CC2)C(=O)N1c1ccc(F)cc1 (configuration not stated)
37	CC(C)(C)c1ccc(O)c(N=Cc2c(O)ccc3ccccc23)c1
38	O=P(Nc1cccc(F)c1)(Oc1ccccc1F)Oc1ccccc1F
39	CCOC(=O)c1cc(C)sc1/N=C/C1C(=O)NC(=S)NC1=O
40	COC(=O)C(C)Oc1cc(C)cc2oc(=O)c3c(c12)CCCC3 (configuration not stated)
41	O=P(NS(=O)(=O)c1ccc(Br)cc1)(Oc1ccccc1)Oc1ccccc1
42	CC(C)(C)C(=O)N1Cc2cc(N3CCOCC3)ccc2-n2nncc2C1
entry no.,33,34,35,36,37,38,39,40,41,42
DAX1 inh-2,1.1,0.7,0.0,0.5,-2.6,-0.1,0.9,-0.2,-0.7,x
DAX1 inh-1,-0.3,-0.3,-0.3,0.5,-0.4,-0.4,-0.3,-1.9,0.4,-0.9
ssDAF12 agonist,-1.1,-1.1,-0.8,-1.4,-0.5,-1.6,-0.5,-0.7,-1.5,-0.7
hgDAF12 agonist,-0.5,-1.2,-0.8,-0.6,-2.1,-0.5,-4.4,0.7,-0.2,-3.2
GC-A act,-4,-3,-5,3,-3,-5,-11,1,2,2
ADAM17 inh,-1,-3,-3,-5,3,7,-11,-91,-1,-2
FXN GAA850 act,-2.4,-1.9,0.1,2.4,0.5,-0.4,1.0,0.4,0.2,x
PG9 Ab binder,-2.5,-0.1,-3.4,-0.7,-3.9,-1.4,-0.4,-3.2,-2.4,-2.9
ADAM10 inh,8,-8,6,-20,12,17,-16,-282,0,-10
hcDAF12 agonist,-2.6,-1.1,-2.6,0.0,1.4,-0.6,-3.5,-0.4,-1.4,0.1
SMARCA2 activ,0,1,1,-1,-3,-1,0,2,0,-4

By substructure, the compounds so far containing an aryl methoxy group.
29	COc1ccc(OC)c([C@@H](O)[C@H](C)NC(C)(C)C)c1
33	COC(=O)C1=C(c2cccc(C#N)c2)C[C@@H]2CC[C@H]1N2C(=O)NCCOc1ccc(OC)cc1
entry no.,29,33
DAX1 inh-2,0.4,1.1
DAX1 inh-1,0.3,-0.3
ssDAF12 agonist,-1.4,-1.1
hgDAF12 agonist,4.3,-0.5
GC-A act,2,-4
ADAM17 inh,-4,-1
FXN GAA850 act,-1.1,-2.4
PG9 Ab binder,1.0,-2.5
ADAM10 inh,-7,8
hcDAF12 agonist,0.3,-2.6
SMARCA2 activ,0,0

Screening results deposited in PubChem BioAssay by several laboratories.
